GALK inhibitor: GALK (human) enzyme inhibition | recombinant GALK, Kinase-Glo ATP luminescence, 1 h | Potency, µM (series often up to 57.5 µM), without a hit: top-dose activity, negative = inhibition, most hits filed as inhibitors | 44,000 tested, under 10 active | AID 1347072;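 also: plate controls were full GALK reaction for no effect and reaction lacking GALK for full effect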
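Luminescent ATP-depletion readout (Kinase-Glo Plus) after 1 h room-temperature incubation of human GALK (5 nM) with galactose 100 µM and ATP 35 µM, pH 8.0 HEPES/Mg2+ buffer; compounds tested in qHTS format.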
FH mod: Identification of activators of human fumarate hydratase by quantitative high-throughput screening | Fumarate hydratase, mitochondrial (Homo sapiens), P07954 | FH coupled MDH/diaphorase resazurin fluorescence, 15 min | Potency, µM (doses to about 79.9 µM), for inactives: at the top dose activity change, negative = inhibition, actives largely listed as inhibitors | 0.22% of 54,000 active | AID 1347055, 2019; also: potency is read from the fitted curve at half-maximal effect; % is scaled to controls: 0 for no effect and ±100 for the full control effect; the screen sought activators but most active calls are inhibition curves; nearly all actives have a fitted effect of over 45% in size
TSG101-PTAP inh: TSG101-PTAP interaction inhibition, HIV-1 budding. Q99816. Fluorescence polarization, FITC-PTAP peptide/Tsg101, 20 min. Potency, µM (highest dose often 115 µM), without a hit: top-dose activity change, negative = inhibition, hits mostly inhibitors. 44,000 tested, under 10 active. AID 1347069; also: potency is read from the fitted curve at half-maximal effect; 0% is about no effect
Target sequence (Q99816 whole entry, looked up): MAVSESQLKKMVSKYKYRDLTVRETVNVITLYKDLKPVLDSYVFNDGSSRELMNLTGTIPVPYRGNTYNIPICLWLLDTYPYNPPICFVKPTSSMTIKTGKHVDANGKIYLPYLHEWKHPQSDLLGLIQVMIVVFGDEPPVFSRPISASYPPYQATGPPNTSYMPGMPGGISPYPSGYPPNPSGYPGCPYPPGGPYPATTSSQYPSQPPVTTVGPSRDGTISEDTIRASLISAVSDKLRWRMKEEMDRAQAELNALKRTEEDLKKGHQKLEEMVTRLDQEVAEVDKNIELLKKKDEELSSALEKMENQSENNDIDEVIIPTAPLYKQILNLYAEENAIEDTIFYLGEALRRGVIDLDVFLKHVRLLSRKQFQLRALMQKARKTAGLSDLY
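FITC-labeled PTAP peptide (50 nM final) binding to Tsg101 binding domain (10 uM final) read by fluorescence polarization after 20 min at r.t. in HEPES pH 7.5 buffer. Actives by CRC class, <25 µM.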
B2AR arrestin ag: ADRB2 beta-arrestin recruitment | P07550 | HTLA Tango cells, beta-arrestin recruitment, luciferase luminescence, 18 h | Potency, µM (doses to about 46.1 µM), for inactives: top-dose activation, most hits filed as activators | 44,000 tested, under 10 active;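 also: potency is read from the fitted curve at half-maximal effect; 0% = DMSO and full agonism = EC100 isoproterenol or metaproterenol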
Target sequence (P07550 whole entry, looked up): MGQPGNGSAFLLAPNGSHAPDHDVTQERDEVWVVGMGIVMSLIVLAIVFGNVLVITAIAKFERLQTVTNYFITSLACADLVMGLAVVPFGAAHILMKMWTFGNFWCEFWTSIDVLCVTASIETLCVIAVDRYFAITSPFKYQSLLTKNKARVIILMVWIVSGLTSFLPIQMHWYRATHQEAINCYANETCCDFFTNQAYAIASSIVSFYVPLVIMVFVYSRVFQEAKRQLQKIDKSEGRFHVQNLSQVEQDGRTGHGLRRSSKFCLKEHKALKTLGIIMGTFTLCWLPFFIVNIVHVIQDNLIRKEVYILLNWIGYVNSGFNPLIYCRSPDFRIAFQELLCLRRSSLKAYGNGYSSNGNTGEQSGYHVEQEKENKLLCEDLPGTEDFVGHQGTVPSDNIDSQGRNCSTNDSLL
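Tango cells expressing recombinant beta2-AR and beta-arrestin were treated with compounds (up to 46 microM titration) in DMEM with 1% FBS for 18 hr at 37 degrees C. Beta-arrestin recruitment drove tTA-dependent luciferase, read by luminescence; curves were fitted and classed.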
NTMT1 inh: blocks human N-terminal methyltransferase 1 activity. NTMT1 MTase-Glo SAH luminescence, purified enzyme. Potency, µM (doses to about 114 µM), for inactives: at the highest dose activity change, negative = inhibition, actives largely listed as inhibitors. 2.5% of 59,000 active;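 also: potency is read from the fitted curve at half-maximal effect; plate controls were DMSO vehicle for no effect and no enzyme for full effect; nearly all actives have a fitted effect of over 65% in size; many of its hits are not listed in these tables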
Target sequence (Q9BV86 whole entry, looked up): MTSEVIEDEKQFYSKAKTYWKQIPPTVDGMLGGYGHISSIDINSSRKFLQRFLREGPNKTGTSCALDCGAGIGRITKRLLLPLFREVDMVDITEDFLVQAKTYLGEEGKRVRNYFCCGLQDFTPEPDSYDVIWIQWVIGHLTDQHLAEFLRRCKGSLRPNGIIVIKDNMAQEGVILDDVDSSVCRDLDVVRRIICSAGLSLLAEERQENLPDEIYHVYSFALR
p53null 39C kill: kills p53 null cells at the nonpermissive temperature. Potency, µM (top dose mostly 46.1 µM), without a hit: top-dose activity, negative = cell killing, actives largely listed as cytotoxic. H1299 p53-null (neo) cells, 39C, ATPlite viability, 24 h. AID 904. 0.97% of 55,000 active;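 also: potency is read from the fitted curve at half-maximal effect; 0% = DMSO only and -100% = full killing by 100 µM tamoxifen; nearly all actives have a fitted effect of over 50% in size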
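Concentration-response (up to 46 uM) was run for 24 h at the nonpermissive 39C on H1299-p53A138V or H1299-neo cells. ATP content was measured with ATPlite luminescence. AC50 values were Hill-modeled after normalizing between DMSO and 100 uM tamoxifen killing.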
p53null 32C tox: p53 null cell cytotoxicity, permissive temperature; H1299-neo p53 null cells, ATP luminescence, 24 h, 32C; Potency, µM (series often up to 46.1 µM), for inactives: top-dose activity change, negative = cytotoxicity, hits mostly cytotoxic; 0.62% of 55,000 active; AID 903;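 also: potency is read from the fitted curve at half-maximal effect; 0% = DMSO only and -100% = full killing by 100 µM tamoxifen; nearly all actives have a fitted effect of over 55% in size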
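H1299-neo, 600 cells/well; overnight 37C; cpd up to 46 uM, 24 h at 32C; ATPlite luminescence after 20 min RT; normalized to DMSO (0%) and tamoxifen 100 uM (100% kill); Hill-fit AC50.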
The depositor's hits bear a star; ? = inconclusive; . = not tested or not shown; [ ] = dose if it differs, or a comment. Calls follow the shape of the dose curve; as a rule, active = well fitted curve in the direction sought with a large enough effect; inconclusive = small, poorly fitted or top-dose-only effect, or another doubt; inactive = no such curve, though single readings can be large; an effect the other way counts as inactive or inconclusive. A portion of the library, so the mix of outcomes need not match the whole.

SMILES	GALK inhibitor	FH mod	TSG101-PTAP inh	B2AR arrestin ag	NTMT1 inh	p53null 39C kill	p53null 32C tox
COc1ccccc1NC(=O)CN1C(=O)CC(c2ccc(C)c(C)c2)=Nc2ccccc21	-2%	-23%	4%	0%	?	?	-20%
COc1ccccc1N1CCN(C(=O)c2nc(SC)ncc2Cl)CC1	5%	-5%	-1%	0%	-18%	?	2%
CCOc1ccc(S(=O)(=O)NCC(c2cccs2)S(=O)(=O)c2ccc(C)cc2)cc1 (configuration not stated)	-6%	-29%	0%	-3%	-1%	14%	19%
CC(=O)c1ccc(NC(=O)c2cc(C)nn2-c2ccccc2)cc1	6%	-5%	-1%	-2%	14%	-11%	2%
O=C(Nc1cccc(F)c1)C1CCN(c2nc3ccccc3nc2C(F)(F)F)CC1	1%	-3%	3%	2%	12%	-19%	-4%
Cc1ccc(C)c(NC(=O)Cn2c(=O)ccc3cc(S(=O)(=O)N4CCCC4)ccc32)c1	2%	0%	-6%	0%	13%	-4%	0%
COc1cccc(CSc2nc3n(n2)C(CC(C)C)C(C(=O)Nc2ccccc2C)=C(C)N3)c1 (configuration not stated)	1%	-1%	-1%	-3%	7%	10%	-3%
Cc1cc(C)cc(NC(=O)C2(c3cccs3)CCOCC2)c1	-1%	-5%	-1%	-4%	-25%	6%	1%
Cc1ccc(O)c(NC(=O)c2cc(-c3ccc4c(c3)OCO4)on2)c1	0%	.	-1%	-2%	.	?	?
CCC(C)(C)NC(=O)C1CCN(S(=O)(=O)c2c(C)noc2/C=C/c2ccc(C)cc2)CC1	1%	0%	-2%	0%	15%	16%	8%
CCOc1ccc(CCNC(=O)CCCn2c(=O)c3cccn3c3cccnc32)cc1OCC	4%	5%	0%	1%	2%	-11%	0%
COc1cccc2cc(-c3csc(-c4ccc(Cl)cc4)n3)c(=O)oc12	1%	5%	-1%	-3%	25%	16%	-7%
Cc1ccc(Cl)cc1N1CCN(c2nc3ccc(C(=O)c4ccccc4)cc3n3cnnc23)CC1	1%	-2%	3%	-1%	9%	20%	-3%
O=S(=O)(c1ccc(Br)cc1)c1nc(-c2ccco2)oc1SCc1ccccc1F	-1%	-15%	4%	0%	?	5%	11%
Cc1ccc(-c2nc(CS(=O)(=O)CC(=O)Nc3ccc(Br)cc3F)c(C)o2)cc1	7%	-30%	1%	-2%	0%	-14%	0%

Three entries from above, with two lines to a compound:
Screens in order – GALK inhibitor	FH mod	TSG101-PTAP inh	B2AR arrestin ag	NTMT1 inh	p53null 39C kill	p53null 32C tox
> Cc1cc(C)cc(NC(=O)C2(c3cccs3)CCOCC2)c1
  -1%	-5%	-1%	-4%	-25%	6%	1%
> Cc1ccc(O)c(NC(=O)c2cc(-c3ccc4c(c3)OCO4)on2)c1
  0%	.	-1%	-2%	.	?	?
> CCC(C)(C)NC(=O)C1CCN(S(=O)(=O)c2c(C)noc2/C=C/c2ccc(C)cc2)CC1
  1%	0%	-2%	0%	15%	16%	8%

Further structures.
SMILES	GALK inhibitor	FH mod	TSG101-PTAP inh	B2AR arrestin ag	NTMT1 inh	p53null 39C kill	p53null 32C tox
Clc1ccccc1CNCCCSc1nnnn1-c1ccccc1	-11%	-6%	6%	-2%	?	-2%	-9%
CCOC(=O)C1CCN(C(=O)Cn2ncc3c([nH]c4ccccc43)c2=O)CC1	1%	5%	-1%	-1%	-1%	2%	-9%
COc1cc(C2c3c(oc4ccc(F)cc4c3=O)C(=O)N2Cc2ccc3c(c2)OCO3)ccc1O (configuration not stated)	0%	1%	2%	-2%	39%[activator]	-19%	1%
CCOC(=O)c1ccc(Nc2nc(N)c3cc(OC)c(OC)cc3n2)cc1	3%	-5%	0%	-2%	?	?	-11%
CCOCCCn1c(=N)c(S(=O)(=O)c2ccccc2)cc2c(=O)n3cc(C)ccc3nc21	2%	-23%	-9%	-2%	2%	45%[activator]	-1%
Cc1cccc2sc(N(Cc3cccnc3)C(=O)C3CCCCC3)nc12	-8%	?	-1%	-3%	?	35%[activator]	54%[activator]
CCCCNC(=O)c1cnn2c(C)c(Cc3c(F)cccc3Cl)c(C)nc12	-1%	?	-2%	3%	-11%	12%	-4%
COc1ccc(C(=O)NCCn2cc(SCc3cccc(F)c3)c3ccccc32)cc1OC	-2%	?	-7%	1%	-12%	.	.
O=C1CS(=O)(=O)C2(C(=O)N(Cc3cccc(F)c3)c3ccccc32)N1c1ccccc1 (configuration not stated)	1%	-14%	-1%	1%	8%	-3%	30%[activator]
CCOc1ccc(NC(=O)c2ncn(-c3ccccc3)n2)cc1	3%	-4%	-2%	1%	-3%	-19%	-17%
CC(=O)N1CCN(c2csc3ccc(Cl)cc3c2=O)CC1	1%	4%	-1%	0%	-3%	-6%	-5%
CCOc1ccc(CNc2nc3nc(C)c(Cc4ccccc4)c(=O)n3[nH]2)cc1	1%	4%	0%	-1%	16%	3%	-6%
COc1ccc(CNC(=O)CS(=O)Cc2nc(-c3cccc(C)c3)oc2C)cc1 (configuration not stated)	8%	-13%	0%	0%	-3%	-28%	-3%
Cc1ccc(SCC(=O)Nc2ccc3oc(-c4cccc(Cl)c4)nc3c2)cc1	-4%	4%	-5%	-4%	16%	-26%	?
Cc1cc(C)cc(N(CC(=O)Nc2ccc(C(F)(F)F)cc2)S(=O)(=O)c2c(C)[nH]c(=O)[nH]c2=O)c1	-1%	-12%	-4%	-2%	-10%	-44%	-9%
CCN(CC)c1ccc(NC(=O)c2cnc3c(-c4ccccc4)c(C)nn3c2C)c(C)c1	1%	?	2%	0%	-11%	8%	6%
O=c1c2sc3ccccc3c2n(Cc2ccccc2)c(=O)n1Cc1ccccc1	6%	-22%	0%	-2%	4%	-18%	-10%
COc1cc(OC)c(NC(=O)CSCc2nc(-c3ccc(OC)c(OC)c3)no2)cc1Cl	4%	-6%	-2%	-1%	-2%	-4%	4%
Cn1c(=O)oc2cc(S(=O)(=O)CCC(=O)N3CCN(c4cccc(Cl)c4)CC3)ccc21	-2%	5%	-6%	-1%	5%	-12%	-3%
CCC(O)c1cc2c(cc1NC(=O)c1cccc(Br)c1)OCCO2 (configuration not stated)	0%	-19%	-8%	0%	?	-17%	-1%
CS(=O)(=O)N1CCc2cc(C(=O)NCCc3ccccc3)ccc21	6%	-2%	-3%	-1%	15%	-15%	-19%
COc1cc(Nc2nc3c(S(=O)(=O)c4ccc(C)c(C)c4)nnn3c3ccsc23)cc(OC)c1	2%	3%	1%	-2%	5%	0%	-8%
COc1ccc(Cn2ccn(Cc3cccc(Cl)c3)c(=O)c2=O)cc1	0%	-1%	-1%	0%	-2%	-10%	4%
CCOc1ccc(CC(=O)Nc2c(C(=O)c3ccc(Cl)cc3)oc3ccccc23)cc1OCC	7%	-2%	-1%	0%	3%	-5%	-12%
CCOc1nc(NC(=O)NS(=O)(=O)Oc2ccccc2)nc(-c2ccccc2)n1	-14%	-2%	-2%	-2%	-7%	?	-7%
COc1ccc(CC(=O)N2CCc3c([nH]c4ccccc34)C2c2ccc(SC)cc2)cc1 (configuration not stated)	0%	-19%	0%	0%	11%	-2%	-8%
CCN(CC)C(=O)Cn1c(=O)n(-c2ccc(Cl)cc2)c(=O)c2c3c(sc21)CCC3	4%	-2%	-1%	1%	8%	-24%	6%
CCOc1ccc(Cn2c(CNS(=O)(=O)c3ccc(C(C)(C)C)cc3)nc3cccnc32)cc1	-5%	3%	-1%	0%	16%	11%	22%
Fc1ccc(CNc2ncnc3c2c(-c2ccccc2)cn3-c2ccccc2)cc1	5%	?	10%	0%	17%	43%[activator]	3%
Cc1c(C(=O)OC2CCCCCC2)[nH]c2c1C(=O)CC(c1ccc(N(C)C)cc1)C2 (configuration not stated)	1%	?	-3%	0%	-1%	-6%	2%
COc1ccc(C(=O)NCC(c2cccs2)S(=O)(=O)c2ccc(F)c(C)c2)cc1 (configuration not stated)	-1%	-9%	1%	4%	5%	5%	7%
COc1ccc(S(=O)(=O)c2c(C(=O)c3ccc(C)c(C)c3)cnc3ccc(C)cc23)cc1	-2%	-19%	-3%	1%	14%	25%	9%
COc1ccccc1OCC(=O)NCc1nc(-c2ccc(Cl)cc2)no1	2%	-6%	-6%	-1%	5%	10%	-7%
O=S(=O)(NCCc1nnc2ccc(SCc3cccc(Cl)c3)nn12)c1ccccc1	-9%	?	0%	1%	-9%	-8%	-3%
Cn1c(=O)c2cc(C(=O)N3CCN(c4cccc(C(F)(F)F)c4)CC3)sc2c2ccccc21	0%	-2%	-3%	0%	-6%	-1%	4%
COc1ccc(Cn2c(SCc3ccc(C(=O)NCCc4ccccc4)cc3)nc3cccnc32)cc1	-10%	-5%	-2%	1%	-13%	-9%	-4%
COC(=O)c1ccc(NC(=O)N2CCN(c3nnc(C)c4c(C)n(-c5ccccc5)nc34)CC2)cc1	2%	-9%	-3%	2%	-1%	8%	1%
CCCN(CCC)CCCNC(=O)c1cn(C)c2ccc(S(=O)(=O)N3CCOCC3)cc2c1=O	0%	4%	1%	1%	-11%	5%	8%
COc1ccc(OCc2nc3c4c(-c5ccccc5)c(-c5ccccc5)oc4ncn3n2)cc1	0%	-16%	0%	1%	-1%	18%	9%
CCc1ccc(-n2nc(C)c3c(C)cc(=O)n(CC(=O)Nc4ccccc4C(=O)OC)c32)cc1	-1%	6%	0%	1%	9%	16%	1%
O=C(NCc1ccc(Cl)cc1)c1ccc2c(c1)NC(=O)C(CS(=O)(=O)Cc1ccccc1Cl)N2 (configuration not stated)	-1%	-4%	10%	-1%	?	-23%	?
N#Cc1c(NC(=O)c2cc3nc(-c4ccc(Br)cc4)cc(C(F)(F)F)n3n2)sc2c1CCCC2	-5%	8%	-4%	-2%	6%	3%	0%
Cc1cc(C)c(NC(=O)c2cc3c(=O)n4ccccc4nc3n2C)c(C)c1	3%	?	0%	2%	-6%	18%	8%
Cc1cccc(CNC(=O)CSCc2cnn(-c3ccccc3)c2-n2cccc2)c1	0%	-22%	-2%	-3%	4%	1%	42%[activator]
Cc1cccc(N2CCN(c3ncnc4c3nc3n4CCCCC3)CC2)c1C	1%	-25%	-8%	0%	?	-7%	-7%
CCn1ccc2c(OCC(=O)NCc3ccc(F)cc3)cccc2c1=O	-9%	-8%	3%	-3%	-1%	-10%	0%
CCOCCCNC(=O)Cn1cc2c(n1)-c1c(oc(C(=O)N3CCCC3)c1C)CC2	-7%	-11%	3%	1%	-2%	?	-4%
Cc1ccc(CN(C(=O)c2ccc(F)cc2)c2ccccn2)o1	0%	-10%	-7%	-4%	-6%	-2%	-10%
COc1ccc(-c2nnc(C3CCN(C(=O)c4ccccc4F)CC3)o2)cc1	-2%	2%	-2%	1%	?	-10%	-3%

Bioassay records (PubChem BioAssay)
